# OPRM1-OPRD1 ag: OPRM1-OPRD1 heterodimerization agonism. cells, luminescence. actives 0.3% (n = 340,000). P35372+P41143. activation, % at 9.3 µM; in the data active = activation above about 18%;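 note: 0% = vehicle-treated cells and 100% = reference agonist; values of inactives mirror those of a sister screen read the other way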
# Arrestin-AP2 inh: blocks beta-arrestin peptide binding to AP2 adaptin | FITC-arrestin peptide / GST-AP2 beads, flow cytometry; AP2 beta2 appendage carries R879A mutation | inhibition, % at 10 µM | actives 0.31% (n = 340,000);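 active = inhibition above a set limit, near 3 SD of compounds lacking own fluorescence, cut at about 54% in these data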;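 note: plate controls were DMSO wells for no effect and 5 µM unlabelled arrestin peptide for full effect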
#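 Test system: GST-tagged AP2 beta2-adaptin appendage (R879A) on 4 µm glutathione beads; also added: fluorescein-tagged arrestin peptide at 50 nM final; timing: 12 min plus 1 h, RT; signal: flow cytometry, FL1 (488/535 nm); read-out: percent drop in bead-associated FITC signal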
# Keap1-Nrf2 PPI: Keap1-Nrf2 (human) interaction inhibition; Q14145; inhibition, % at 9.4 µM; Keap1 Kelch-Nrf2 peptide fluorescence polarization, 1536-well; AID 504523; actives 0.15% (n = 340,000); in the data active = inhibition above about 12%;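 note: human Keap1 Kelch domain with fluorescein labeled Nrf2 9mer peptide probe; 0% = neutral control wells and 100% = peptide positive control; higher means more block of Keap1 binding to Nrf2 peptide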
# Wnt bcat act: Wnt/beta-catenin pathway activation | Wnt/beta-catenin reporter cell assay, activator, plate reader | activation, % at 9.35 µM | actives 1.2% (n = 300,000) | AID 743398; in the data active = activation above about 30%, passing the limit was not always enough;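 note: 0% = neutral control wells and 100% = positive control wells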
# LANA DNA inh: KSHV C-LANA DNA binding inhibition; MBP-C-LANA/FAM-LBS DNA binding, fluorescence polarization; inhibition, % at 9 µM; actives 0.078% (n = 340,000); AID 504423;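 active = highest replicate inhibition at or above 60% at 9 µM, even if other replicates fall short; inactive = all replicates below 60% inhibition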;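 note: 0% = neutral control wells and 100% = 4 µM acridine orange control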
# RTF Ca sens act: cardiac RTF calcium sensitization. actives 0.24% (n = 340,000). AID 493008. P19429+P45379. activation, % at 7.2 µM. IANBD-labeled TnC RTF fluorescence at EC20 calcium; 0% EC20 calcium, 100% full calcium;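 active = activation above the mean over all tested compounds plus 3 SD, cut at about 30% in these data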;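 note: rise in fluorescence read as greater calcium sensitivity of cardiac thin filaments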
# OPRM1-OPRD1 inv: inverse agonist of human OPRM1-OPRD1 heterodimerization | AID 504357 | inhibition, % at 9.3 µM | actives 0.21% (n = 340,000) | P35372+P41143 | cell-based MOR-DOR heterodimer luminescence, inverse agonism; in the data active = inhibition above about 22%, passing the limit was not always enough;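 note: 0% = cells with DMSO and 100% = wells without cells with DMSO; values of inactives mirror those of a sister screen read the other way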
# DSG3 Ab inh: inhibitors of pemphigus antibody binding to human desmoglein-3 | P32926 | DSG3-coupled beads, scFv-anti-DSG3-GFP binding, flow cytometry; stronger effect = lower value | binding (percent of control), % at 10 µM | actives 0.48% (n = 310,000) | AID 588358;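 active = binding more than 3 SD below its plate's average and above zero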;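 note: hits lower antibody fragment binding to DSG3; some compounds called inactive have numbers as strong as hits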
# Target sequence (P32926 whole entry, looked up, the tested form may be a part): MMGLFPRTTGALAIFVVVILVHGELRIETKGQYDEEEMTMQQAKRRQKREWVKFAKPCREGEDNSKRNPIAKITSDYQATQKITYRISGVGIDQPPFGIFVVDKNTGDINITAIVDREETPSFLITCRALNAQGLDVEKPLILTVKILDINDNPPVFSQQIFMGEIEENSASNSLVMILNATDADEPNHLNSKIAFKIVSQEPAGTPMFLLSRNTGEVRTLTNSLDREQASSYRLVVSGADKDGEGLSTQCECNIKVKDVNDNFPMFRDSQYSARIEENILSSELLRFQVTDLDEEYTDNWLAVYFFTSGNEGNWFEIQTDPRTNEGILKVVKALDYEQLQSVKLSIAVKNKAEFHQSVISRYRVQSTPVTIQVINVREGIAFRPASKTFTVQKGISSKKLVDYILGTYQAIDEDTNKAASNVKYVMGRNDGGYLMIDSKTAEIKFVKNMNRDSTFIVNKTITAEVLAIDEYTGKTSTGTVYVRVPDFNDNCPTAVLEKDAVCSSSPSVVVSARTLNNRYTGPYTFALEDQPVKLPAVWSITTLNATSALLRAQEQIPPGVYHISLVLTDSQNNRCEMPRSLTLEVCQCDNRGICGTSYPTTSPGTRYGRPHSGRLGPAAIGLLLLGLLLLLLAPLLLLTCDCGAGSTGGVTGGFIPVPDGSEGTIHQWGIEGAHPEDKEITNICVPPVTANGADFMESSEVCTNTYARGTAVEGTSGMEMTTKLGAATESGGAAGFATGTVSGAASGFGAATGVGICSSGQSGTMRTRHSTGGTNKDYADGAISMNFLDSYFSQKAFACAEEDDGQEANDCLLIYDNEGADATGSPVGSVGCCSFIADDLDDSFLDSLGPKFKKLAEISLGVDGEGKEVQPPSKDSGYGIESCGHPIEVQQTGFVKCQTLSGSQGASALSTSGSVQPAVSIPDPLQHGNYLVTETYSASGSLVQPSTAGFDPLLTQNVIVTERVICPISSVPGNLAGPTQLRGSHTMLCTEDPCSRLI
# V-ATPase pHluor: alters yeast V-ATPase proton transport | S. cerevisiae, pHLuorin cytosolic pH fluorescence | response, % at 10 µM | actives 0.37% (n = 350,000) | AID 504577; in the data active = response mostly above about 7.3%, no sharp cut-off; inactive = mostly below about 5.4%; note: actives read high; inactives centre near 0; some compounds called inactive have numbers as strong as hits; reference of the scale not given here
# Cardiac RTF inh: cardiac RTF calcium desensitization. IANBD-labeled cardiac RTF, Ca2+ fluorescence. inhibition, % at 7.15 µM. actives 0.12% (n = 340,000). AID 493244;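 active = inhibition above the mean inhibition of all tested compounds plus 3 SD, cut at about 17% in these data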;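 note: assay run at fixed EC70 calcium of 1.6 mM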
# Numbers without * were called inactive; . = not tested or not shown.
cpd	molecule	OPRM1-OPRD1 ag	Arrestin-AP2 inh	Keap1-Nrf2 PPI	Wnt bcat act	LANA DNA inh	RTF Ca sens act	OPRM1-OPRD1 inv	DSG3 Ab inh	V-ATPase pHluor	Cardiac RTF inh
1	O=C1C2ON(c3ccc(Cl)cc3)C(c3ccco3)C2C(=O)N1c1ccccc1 (centres undefined)	1.9	-5	0	0	0.1	-5	-11	104	0	-8
2	CC1CCCC(C)N1C(=O)Cn1cc(/C=C2/C(=O)Nc3ccccc32)c2ccccc21 (centres undefined)	-1.6	6	-3	.	-1.0	-1	9	104	1	-3
3	COc1ccc(C(=O)NCCSCc2cccc(Cl)c2)cc1OC	-2.1	-11	0	17	0.2	-4	10	108	0	1
4	CCCCN(CCCC)S(=O)(=O)c1c(C)[nH]c(=O)[nH]c1=O	-1.5	3	-4	2	1.1	1	9	100	-3	-5
5	Cc1nc(C)c(-c2ccc(SCc3ccccc3F)nn2)s1	2.1	-2	-1	10	0.4	0	-11	105	-3	-5
6	CCC(CC)NC(=O)C1CCN(c2ccc(S(=O)(=O)N3CCOCC3)cc2[N+](=O)[O-])CC1	-2.4	-9	-7	-2	-1.5	-1	9	101	-4	3
7	Cc1cc2cc(CCNC(=O)C(C)C)c(=O)[nH]c2cc1C	0.1	9	-5	0	2.4	4	0	101	-1	-8
8	C[C@@H]1CCC[C@H](C)N1Cc1nc(Cc2ccccc2Cl)no1	1.9	-10	4	-2	-2.2	-3	-10	106	-1	-2
9	CCc1ccc(NC2=NC(C(=O)NC3CCCCC3)CC(=O)N2)cc1 (centres undefined)	-1.9	-6	1	.	0.0	2	9	101	-1	-4
10	COc1cc(NS(=O)(=O)c2ccc(Br)s2)cc(OC)c1	-3.7	-11	0	.	-1.0	-1	16	106	1	-1
11	COc1cc2nc(CN3CCN(S(=O)(=O)c4ccc(Br)cc4)CC3)[nH]c(=O)c2cc1OC	-1.3	-8	-1	-6	2.1	-3	5	102	0	-4
12	CCC1Nc2ncnc(N3CCCCC3)c2N(Cc2ccc(Br)cc2)C1=O (centres undefined)	-3.6	0	-3	-4	0.0	13	20	.	0	-7
13	COc1cc(NC(=O)c2ccc(COc3ccccc3Br)o2)cc(OC)c1OC	-1.1	7	-6	-4	1.0	0	6	102	5	-2
14	CC1CCCC(C)N1C(=O)COC(=O)CCC(=O)c1cccs1 (centres undefined)	-0.7	1	-3	0	-0.4	2	4	92	2	-5
15	CC1CCC(NC(=O)CCNC(=O)c2ccccc2)CC1 (centres undefined)	-2.1	-41	-4	0	-0.1	11	10	100	-2	-11
16	OCCCn1c(C2CCCN2c2nc(-c3ccc(Cl)cc3)cs2)nc2cc(Cl)c(Cl)cc21 (centres undefined)	0.3	4	-7	-11	-1.4	-5	-2	97	-1	-2

# Arranged by heavy-atom count (rising): 9 of the compounds above
cpd	molecule	OPRM1-OPRD1 ag	Arrestin-AP2 inh	Keap1-Nrf2 PPI	Wnt bcat act	LANA DNA inh	RTF Ca sens act	OPRM1-OPRD1 inv	DSG3 Ab inh	V-ATPase pHluor	Cardiac RTF inh
10	COc1cc(NS(=O)(=O)c2ccc(Br)s2)cc(OC)c1	-3.7	-11	0	.	-1.0	-1	16	106	1	-1
15	CC1CCC(NC(=O)CCNC(=O)c2ccccc2)CC1 (centres undefined)	-2.1	-41	-4	0	-0.1	11	10	100	-2	-11
5	Cc1nc(C)c(-c2ccc(SCc3ccccc3F)nn2)s1	2.1	-2	-1	10	0.4	0	-11	105	-3	-5
14	CC1CCCC(C)N1C(=O)COC(=O)CCC(=O)c1cccs1 (centres undefined)	-0.7	1	-3	0	-0.4	2	4	92	2	-5
3	COc1ccc(C(=O)NCCSCc2cccc(Cl)c2)cc1OC	-2.1	-11	0	17	0.2	-4	10	108	0	1
12	CCC1Nc2ncnc(N3CCCCC3)c2N(Cc2ccc(Br)cc2)C1=O (centres undefined)	-3.6	0	-3	-4	0.0	13	20	.	0	-7
1	O=C1C2ON(c3ccc(Cl)cc3)C(c3ccco3)C2C(=O)N1c1ccccc1 (centres undefined)	1.9	-5	0	0	0.1	-5	-11	104	0	-8
2	CC1CCCC(C)N1C(=O)Cn1cc(/C=C2/C(=O)Nc3ccccc32)c2ccccc21 (centres undefined)	-1.6	6	-3	.	-1.0	-1	9	104	1	-3
11	COc1cc2nc(CN3CCN(S(=O)(=O)c4ccc(Br)cc4)CC3)[nH]c(=O)c2cc1OC	-1.3	-8	-1	-6	2.1	-3	5	102	0	-4

# (cont.)
cpd	molecule	OPRM1-OPRD1 ag	Arrestin-AP2 inh	Keap1-Nrf2 PPI	Wnt bcat act	LANA DNA inh	RTF Ca sens act	OPRM1-OPRD1 inv	DSG3 Ab inh	V-ATPase pHluor	Cardiac RTF inh
17	N/C(=N\OC(=O)CCCN1C(=O)c2ccccc2C1=O)c1ccc(Br)cc1	-2.9	-10	-1	.	0.3	5	17	99	.	0
18	CS(=O)(=O)N(CC(=O)Nc1ccccc1)Cc1ccc(Cl)cc1	-2.0	8	1	1	-1.8	-7	10	98	3	4
19	COc1cccc(NC(=S)N2CCN(Cc3ccccc3)CC2)c1	0.8	-7	-8	7	-2.0	7	-4	130	0	-4
20	CCN(Cc1ccccc1)S(=O)(=O)c1c(C(=O)N2CCCC2)c(C)n(C)c1C	-2.1	15	-2	0	-0.8	0	12	.	1	-1
21	CCN1C(=O)[C@H]2[C@@H](c3ccc(-c4ccc(Cl)c(Cl)c4)cc3)N[C@@](C)(C(=O)OC)[C@H]2C1=O	1.0	6	-9	-6	3.4	-1	-6	106	3	-13
22	Cc1cc(Cl)ccc1OCC(=O)N[C@@H](Cc1ccccc1)c1nc2ccccc2[nH]1	24*	5	-3	.	-1.7	3	-128	108	1	0
23	Cc1sc2nc(CN3CCOCC3)nc(N3CCN(S(=O)(=O)c4ccccc4)CC3)c2c1C	-2.2	-1	-1	-3	0.2	-2	9	103	3	4
24	CCCCCCCN1N=C(C)C(C(=O)c2ccccc2)C1=O (centres undefined)	-0.7	0	-4	-5	0.7	-4	4	101	-4	-7
25	CSCCC(C)N1CCC(Oc2ccc(C(=O)N3CCCC3)cc2)CC1 (centres undefined)	0.2	32	2	0	2.4	-1	-1	.	3	-10
26	O=C(Cn1cnc2c(nnn2Cc2ccc(F)cc2)c1=O)N1CCN(c2ccccc2)CC1	-1.6	-1	2	.	0.9	0	8	101	-2	-3
27	Cn1cnnc1SCC(=O)NN(c1ccccc1)c1ccccc1	1.6	3	-5	15	0.6	5	-8	86	-1	-17
28	CCOc1ccccc1N(CC(=O)NCc1ccccc1)C(=O)CCC(=O)Nc1cc(C)ccn1	-4.5	6	0	0	-0.5	2	22	105	0	-8
29	COc1ccc2c(c1)C1CC(C)(NC(=O)C1C(=O)c1ccccc1)O2 (centres undefined)	-1.2	0	-3	2	0.5	3	7	111	-4	7
30	O=C(NCCCN1CCOCC1)c1sc2cc(Cl)ccc2c1Cl	-1.2	32	-3	-1	-0.8	3	7	98	0	0
31	COC(=O)c1ccc(NC(=S)NCCC2=CCCCC2)cc1	6.5	18	2	2	0.9	6	-38	106	-1	1
32	COc1ccccc1Nc1nc(N)nc(CN(C)C2CCCCC2)n1	-1.4	-4	2	0	-0.3	1	9	.	0	-13
33	CC(=O)OCC(=O)C1(O)CCC2C3CC(C)C4=CC(=O)C=CC4(C)C3(F)C(O)CC21C (centres undefined)	-0.8	5	-3	-4	-0.4	-6	4	89	-3	-2
34	COC(=O)Cc1ccc(NC(=S)NCc2cccc(OC)c2)cc1	-2.1	6	-9	-1	-0.6	0	11	107	2	-7
35	Cc1nc2ccccc2c(=O)n1Cc1ccco1	.	-11	.	0	.	.	.	112	-1	.
36	NCc1oc(-c2ccccc2)cc1C(=O)O	-4.1	-22	0	0	1.3	2	21	82	-2	-2
37	Cc1occc1C(=O)NC(C)C1CCCO1 (centres undefined)	-0.2	12	2	.	0.3	-4	1	99	0	-11
38	COc1ccccc1NC(=O)N1CCN(C(=O)c2ccco2)CC1	-2.1	5	-4	2	-0.1	1	12	109	1	-10
39	c1ccc(-c2nnc(-c3ccccn3)c(-c3ccccn3)n2)nc1	.	-11	.	2	.	.	.	102	2	.
40	O=C(NCCCCNC(=O)c1cccs1)c1cccs1	-1.5	-8	-2	-1	2.6	-5	8	109	3	11
41	O=C(c1ccccc1)c1ccc(N2CCOCC2)c(F)c1	-2.2	5	2	30	2.0	-5	12	98	1	3
42	O=C(CSc1nncs1)Nc1ccc(S(=O)(=O)N2CCCC2)cc1	-0.2	-11	-3	-1	1.3	-1	1	115	3	-12
43	O=C(CN1CCN(C(=O)c2ccco2)CC1)Nc1cc(Cl)ccc1Cl	-2.6	-1	-8	-7	-0.2	2	14	.	-5	-1
44	CCC(Sc1nc(-c2ccccc2)c(C#N)c(=O)[nH]1)C(=O)Nc1cc(C)on1 (centres undefined)	-1.7	2	3	3	-0.5	-3	10	86	-2	-2
45	O=c1[nH]c([N+](=O)[O-])nn1C(c1ccccc1)c1ccccc1	-1.0	-3	3	-2	-0.1	-6	6	94	6	-6
46	CS(=O)(=O)c1cnc2c(-c3ccsc3)cnn2c1N	0.8	-11	-7	3	-0.5	2	-4	.	-1	-5
47	O=C1CC(N2CCN(c3cccc(C(F)(F)F)c3)CC2)C(=O)N1c1ccccc1F (centres undefined)	0.7	2	0	.	-0.9	7	-4	100	-2	1
48	O=C(CSC1=NS(=O)(=O)c2ccccc21)Nc1ccccc1	-0.3	2	-12	-22	-2.0	8	2	98	2	-8
49	CCCC(=O)Nc1ccc(NC(=O)c2ccccc2)nc1	0.1	5	-1	22	-1.0	2	0	95	-1	-9
50	CCOC(=O)Nc1ccc(C(N)=O)cc1	-3.2	-3	0	8	-0.4	0	18	102	-2	-1
51	Cc1oc2cc(OCC(=O)O)ccc2c(=O)c1Oc1ccccc1	-0.3	1	5	-5	0.7	-3	1	82	5	5
52	Cc1[nH]c2ccccc2c1Cc1nnc(SCC(N)=O)o1	1.0	-1	-3	-1	-1.4	0	-5	110	-2	-8
53	COc1ccc(N2CCN(CCCNC(=O)Nc3ccccc3)CC2)cc1	-1.1	10	-2	.	0.0	0	7	100	-1	-1
54	CCCN1C(=O)C(=O)c2cc(C)ccc21	-3.6	3	-11	-15	1.1	1	16	108	2	7
55	Cc1nnc(SCC(=O)N(CC(C)C)c2c(N)n(CC(C)C)c(=O)[nH]c2=O)n1-c1ccccc1	-2.5	-2	-3	-3	-2.1	5	13	96	0	5
56	COc1ccc(C(C(=O)NC2CCCCC2)N(C(=O)c2ccco2)c2ccc(-n3cnnn3)c(C)c2)cc1 (centres undefined)	-1.8	2	-2	.	-0.9	-3	10	87	-2	-8
57	Cc1ccccc1N1CCN(C2CCCN(C(=O)c3cc[n+]([O-])cc3)C2)CC1 (centres undefined)	-1.8	3	-6	0	2.0	-5	9	98	0	-2

# Screening results deposited in PubChem by several laboratories.
